Fam108B counter – Fam108B inhibition, counter-screen for RBBP9 inhibitors; inhibition, % at 9.51 µM; recombinant Fam108B, FP-Rh probe fluorescence polarization; 0.33% of 300,000 active; AID 1947;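 active = inhibition above the screen mean inhibition plus 3 SD, computed separately per campaign, cut at about 18% in these data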;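 also: inhibitors lower polarization as less probe binds the enzyme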
MEX-5 binding – C. elegans MEX-5 TCR-2 RNA binding activity; AID 1832; MEX-5/FITC-TCR2 RNA binding, fluorescence polarization; active compounds read low; Q9XUB2; 0.38% of 300,000 active; activity score (negative = inhibition of binding), % at 10 µM;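 active = inhibition past about -25% in most replicates, and total fluorescence under double the plate's negative control median, limit read from the data; inconclusive = replicates evenly split on the limit, or fluorescence at least double controls; inactive = too little inhibition in most replicates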;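 also: 0% = DMSO and -100% = 5 µM competing unlabeled TCR2 RNA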
Target sequence (Q9XUB2 whole entry, looked up): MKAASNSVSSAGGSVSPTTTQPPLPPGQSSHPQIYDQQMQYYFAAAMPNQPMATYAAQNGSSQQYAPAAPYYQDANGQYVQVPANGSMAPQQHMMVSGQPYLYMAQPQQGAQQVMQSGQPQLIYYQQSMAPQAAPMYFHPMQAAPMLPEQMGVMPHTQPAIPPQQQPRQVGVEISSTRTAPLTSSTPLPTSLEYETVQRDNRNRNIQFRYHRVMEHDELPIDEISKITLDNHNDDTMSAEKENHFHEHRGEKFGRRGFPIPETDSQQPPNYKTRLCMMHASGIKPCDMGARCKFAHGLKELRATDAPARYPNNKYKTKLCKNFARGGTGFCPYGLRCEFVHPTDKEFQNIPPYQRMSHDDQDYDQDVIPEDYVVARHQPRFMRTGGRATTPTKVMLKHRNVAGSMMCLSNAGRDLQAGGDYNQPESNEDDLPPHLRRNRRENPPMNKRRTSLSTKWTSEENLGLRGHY
MCL1-BIM inh – inhibitors of human MCL1 binding to BIM-BH3 peptide | GST-MCL1 / FITC-Bim-BH3 fluorescence polarization | inhibition, % at 10.9 µM | 0.68% of 320,000 active | AID 2057;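 active = inhibition above the mean inhibition of all tested compounds plus 3 SD, set per campaign, cut at about 40% in these data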;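 also: 0% = DMSO wells and 100% = unlabeled Bim-BH3 peptide control; higher means more loss of mP so more displacement of Bim peptide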
Bcl-xL primary – blocks human Bcl-xL binding to Bim BH3 peptide. Q07817. GST-Bcl-xL / FITC-Bim BH3 peptide fluorescence polarization. inhibition, % at 10.9 µM. 0.7% of 320,000 active. AID 2129;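 active = inhibition above the mean of all tested compounds plus 3 SD, cutoff set per campaign, cut at about 30% in these data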;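 also: 0% = DMSO wells and 100% = unlabeled Bim-BH3 peptide competitor; inhibitors lower millipolarization by displacing the labeled peptide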
VLA-4 inh – inhibition in a human VLA-4 binding assay | AID 2557 | inhibition, % (about 7 µM as worked out from the volumes in the protocol) | 0.2% of 330,000 active | VLA-4 expressing cells, ligand binding flow cytometry; in the data active = inhibition above about 50%
CIT2 TOR yeast – modulators of TOR pathway CIT2-GFP in S. cerevisiae | 0.065% of 320,000 active | S. cerevisiae CIT2-GFP strain, flow cytometry, 3 h; 100 means same as DMSO wells | GFP response vs DMSO, % at 10 µM;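 active = GFP response relative to DMSO above a set limit, near the screen mean plus 3 SD, cut at about 150% in these data; inconclusive = Fewer than 70 cells measured for a yeast strain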;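 also: ratio of well median GFP fluorescence to mean of DMSO wells on the plate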
AGP1-GFP MLPCN – yeast TOR pathway AGP1-GFP modulation. GFP response vs DMSO, % at 10 µM. S. cerevisiae AGP1-GFP multiplex flow cytometry, 3 h; GFP as percent of DMSO wells. AID 2066. 0.02% of 320,000 active;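 active = GFP response relative to DMSO above a set limit, near screen average plus 3 SD, cut at about 150% in these data; inconclusive = fewer than 70 cells counted for the yeast strain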;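 also: median GFP channel fluorescence of the gated AGP1 strain per well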
GRK2 aptamer HTS – inhibitors of human GRK2 displacing RNA aptamer; P25098; bead flow cytometry, FAM-aptamer displacement from GRK2; inhibition of aptamer binding, % at 10 µM; 0.59% of 330,000 active;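 active = inhibition of aptamer binding above 40%, roughly 3 SD of noise, on plates passing a quality check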;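 also: median bead fluorescence of bound FAM aptamer so fluorescent compounds give negative values; no value below 0 was filed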
GLD-1 TGE inh – GLD-1-TGE RNA interaction inhibition (C. elegans) | Q17339 | purified GLD-1 + fluorescein TGE RNA, fluorescence polarization | inhibition, % at 5.96 µM | 0.44% of 320,000 active;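 active = percent inhibition above a per-plate cutoff, the plate mean of test compounds plus 3 SD, cut at about 30% in these data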;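 also: 0% = DMSO wells with GLD-1 and probe and 100% = wells lacking GLD-1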
Target sequence (Q17339 whole entry, looked up): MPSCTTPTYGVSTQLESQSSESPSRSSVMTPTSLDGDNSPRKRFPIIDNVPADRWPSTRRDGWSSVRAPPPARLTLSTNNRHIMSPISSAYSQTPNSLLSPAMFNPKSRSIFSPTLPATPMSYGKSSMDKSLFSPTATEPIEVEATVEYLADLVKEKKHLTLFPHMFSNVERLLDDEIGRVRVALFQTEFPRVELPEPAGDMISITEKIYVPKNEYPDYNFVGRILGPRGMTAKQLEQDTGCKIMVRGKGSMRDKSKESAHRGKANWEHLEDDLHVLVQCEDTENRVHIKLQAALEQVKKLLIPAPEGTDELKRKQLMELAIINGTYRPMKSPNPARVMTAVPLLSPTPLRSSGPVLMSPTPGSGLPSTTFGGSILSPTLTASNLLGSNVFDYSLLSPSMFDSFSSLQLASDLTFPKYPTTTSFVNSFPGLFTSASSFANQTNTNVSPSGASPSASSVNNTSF
An asterisk follows results filed as active; ? = inconclusive; . = not tested or not shown.

compound | Fam108B counter | MEX-5 binding | MCL1-BIM inh | Bcl-xL primary | VLA-4 inh | CIT2 TOR yeast | AGP1-GFP MLPCN | GRK2 aptamer HTS | GLD-1 TGE inh
O=C1COc2ccc(OCc3ccc(F)cc3)cc21 | 1 | -4.5 | 1 | -2 | 6 | 88 | 91 | 0 | -2
O=C(COc1ccc(-n2cnnn2)cc1)Nc1ccc(F)cc1 | . | . | . | . | -3 | 97 | 99 | 0 | 2
Cc1noc2ncnc(Oc3ccc(C(C)(C)C)cc3)c12 | 0 | 2.1 | 8 | 6 | -2 | 83 | 91 | 4 | -1
CCCCNS(=O)(=O)c1ccc2nc(SCC(=O)Nc3ccccc3Cl)[nH]c2c1 | -8 | . | 3 | 3 | -18 | 92 | 93 | 2 | 9
CN1CCSc2ccc(C(=O)NCc3cccc(Br)c3)cc21 | 8 | -1.6 | 6 | 8 | 7 | 88 | 92 | 2 | 1
COc1ccccc1N/C(N)=N/c1nc(C)cc(C)n1 | -6 | 3.1 | -2 | 1 | 15 | 101 | 106 | 1 | 0
O=C(COc1cccc2cccnc12)N/N=C1\SCC(=O)N1Cc1ccco1 | 7 | -3.1 | 10 | 5 | -6 | 97 | 88 | 1 | 4
Cc1cc(C)c(S(=O)(=O)NC2CC3CCC2C3)c(C)c1 (stereo unspecified) | 1 | 0.2 | 4 | 6 | 16 | 97 | 96 | . | 3
COCCC(=O)NNS(=O)(=O)c1ccc(Cl)cc1 | 1 | -1.0 | 1 | 9 | -3 | 111 | 105 | 0 | 6
CCOC(=O)C1=C(C)NC(=S)N(C=O)C1c1ccccc1 (stereo unspecified) | 3 | -1.0 | 4 | 5 | -5 | 87 | 94 | 0 | 0
Nc1cc(=O)[nH]c(SCC(=O)Nc2ccc(Cl)c(Cl)c2)n1 | 4 | -1.2 | 8 | 3 | 34 | . | 94 | 0 | 5
Cc1cccc(N(C(=O)Cn2nnc(-c3ccc(C)o3)n2)C(C(=O)NC2CCCC2)c2ccncc2)c1 (stereo unspecified) | 1 | -0.2 | 0 | 1 | -9 | 102 | 97 | 0 | 1
COc1ccc(N/N=C(/C)c2cnnc(-c3ccccc3)n2)cc1 | 0 | 0.1 | 0 | 1 | 9 | 107 | 105 | 0 | 7
Cc1nc2ccccc2c2nc(NC(=O)C(F)(F)F)nn12 | -3 | -0.5 | 5 | 2 | 23 | 113 | 105 | 0 | 1
Cn1cc(/C=N/NC(=O)c2ccccc2O)c2ccccc21 | 3 | 0.7 | 5 | 1 | -11 | 102 | 102 | 0 | 1
CC(=O)Nc1ccc(S(=O)(=O)NC2=C(N3CCN(C)CC3)C(=O)c3ccccc3C2=O)cc1 | 2 | -1.7 | 6 | 7 | 16 | 103 | 99 | 1 | 9
O=C1NC(c2ccc(Cl)cc2)Oc2ccccc21 (stereo unspecified) | -4 | 1.6 | 3 | -3 | 0 | 97 | 88 | 3 | 5
Cc1cccc(OCC(=O)N(Cc2ccc(F)cc2)C2CCS(=O)(=O)C2)c1C (stereo unspecified) | 2 | 2.4 | -4 | 1 | 5 | 95 | 92 | 4 | -8
CCCCc1noc(-c2c(-c3ccccc3Cl)noc2C)n1 | -1 | 0.5 | -1 | 0 | 3 | 102 | 103 | 0 | 2
COc1cc(OC)c(C2=NOC(C(=O)NCc3cccnc3)C2)cc1Cl (stereo unspecified) | 2 | 3.9 | 0 | -4 | -1 | 94 | 95 | 0 | 4

More compounds:
compound | Fam108B counter | MEX-5 binding | MCL1-BIM inh | Bcl-xL primary | VLA-4 inh | CIT2 TOR yeast | AGP1-GFP MLPCN | GRK2 aptamer HTS | GLD-1 TGE inh
C=CCNC(=O)c1onc(CSc2ccc(C(C)C)cc2)c1C(=O)O | -3 | 0.1 | 7 | 5 | 6 | 66 | 78 | 0 | 3
CSc1nsc(SCc2ccc(F)cc2)n1 | -2 | 2.3 | 3 | 3 | 5 | 127 | . | 0 | 5
CCCCOc1cccc(C(=O)NC(=S)Nc2cccc(NC(=O)c3ccccc3Cl)c2)c1 | -20 | -1.0 | 8 | 4 | 14 | 93 | 96 | 3 | 2
O=C(N/N=C/C=C/c1ccccc1)C1CC1c1ccccc1 (stereo unspecified) | 1 | 3.0 | 5 | 5 | 17 | 101 | 99 | 0 | 9
O=C1CCCCc2sc(Br)c([N+](=O)[O-])c2N1 | 3 | -1.7 | 14 | 12 | 4 | 103 | 122 | 0 | 1
CC(C)c1ccc(/C=C/C(=O)N2CCOCC2)cc1 | . | 0.7 | . | . | 0 | 102 | 105 | 1 | .
Cc1cccnc1CCNC(=O)CCc1nnc(CCc2ccccc2)o1 | 2 | -2.7 | 0 | -3 | -3 | 87 | 98 | 2 | 2
Cc1ccc(CNC(=O)C23CN(Cc4ccccc4)CC2C(c2cccc([N+](=O)[O-])c2)=NO3)cc1 (stereo unspecified) | -4 | 1.4 | 7 | 4 | 18 | 92 | 99 | 1 | 1
Cc1ccc(-n2nc3c(=O)n(CCCC(=O)N4CCC(C)CC4)nc(C)c3c2C)cc1 | -1 | 2.6 | 4 | 0 | 8 | 103 | 106 | 2 | 5
CCN(CC)C(=O)N1CCN(c2c([N+](=O)[O-])c(=O)oc3ccccc23)CC1 | . | . | -5 | 4 | 4 | 91 | 95 | 1 | 2
COc1cccc(C(=O)CC(=O)C(=O)Nc2ccc([N+](=O)[O-])cc2C)c1 | -3 | -0.3 | 5 | 4 | -3 | 77 | 94 | 3 | -2
CCc1cc2c(=O)c(-c3nc4ccccc4n3C)coc2c(CN2CCOCC2)c1O | 4 | -3.5 | 6 | 5 | 11 | 103 | 96 | 1 | 0
Cc1ccc(S(=O)(=O)NCC(=O)OCC(=O)Nc2cccc(S(=O)(=O)N3CCOCC3)c2)cc1 | . | . | . | . | 2 | 110 | 105 | 2 | -1
O=S1(=O)CCOCCN1Cc1ccc(Cl)cc1Cl | -1 | 6.0 | -2 | 4 | 3 | 103 | 105 | 6 | 8
CCNC(=O)CCC(=O)Nc1cc(Cl)ccc1C | -4 | -1.2 | -1 | 3 | 12 | 90 | 100 | 0 | 7
C[n+]1cccc2ccc3c(c21)OC(N)=C(C#N)C3c1ccccc1 (stereo unspecified) | 1 | 2.0 | -15 | -10 | 12 | 92 | 108 | 1 | 6
Cc1cc(C)nc(-n2ncc3c2CC(c2ccc(C(C)C)cc2)CC3=O)n1 (stereo unspecified) | -6 | -2.4 | 2 | 7 | -4 | 73 | 80 | 0 | -13
CC1CN(S(=O)(=O)c2ccc(C(=O)Nc3nnc(-c4ccc5c(c4)CCCC5)o3)cc2)CC(C)O1 (stereo unspecified) | 0 | -2.5 | 4 | 5 | 18 | 103 | 107 | 0 | 1
Cc1cc(O)c(C(C)C)cc1NC1=NS(=O)(=O)c2ccccc21 | 1 | 1.2 | -4 | 2 | -4 | 98 | 96 | 0 | 3
O=S(=O)(c1ccc(Br)c2ccccc12)N1CCOCC1 | -2 | -0.6 | -2 | -2 | 13 | 102 | 99 | 5 | 4

Next section
compound | Fam108B counter | MEX-5 binding | MCL1-BIM inh | Bcl-xL primary | VLA-4 inh | CIT2 TOR yeast | AGP1-GFP MLPCN | GRK2 aptamer HTS | GLD-1 TGE inh
O=C(c1ccc(=O)oc1)N1CCOCC1 | 5 | -0.1 | 6 | 5 | 2 | 106 | 102 | 87* | 3
O=C(CN1C(=O)/C(=C\c2ccco2)SC1=S)Nc1ccc(O)cc1C(=O)O | 10 | -11 | 76* | 46* | 3 | 82 | 63 | 16 | -1
COCCCNC(=S)N(CCCN(C)C)Cc1cc2cc3c(cc2[nH]c1=O)OCCO3 | -2 | 1.8 | 0 | -1 | 0 | 114 | 105 | 1 | 7
O=CN1CCN(C(=O)C(=O)c2cn(CC(=O)N3CCCCC3)c3ccccc23)CC1 | -1 | -0.7 | 0 | -3 | 0 | 87 | 92 | 0 | -4
CC[C@@H](C)CN1C(=O)N[C@@H](CCc2ccccc2)C(C(C)=O)=C1C | 5 | 1.1 | -1 | 5 | 20 | 91 | 85 | 0 | 0
COC(C/C=C/[C@H](O)[C@@H](C)OCc1ccccc1)OC | -1 | 1.9 | 13 | 1 | 41 | 88 | 83 | 1 | 3
O=c1cc(CN2CCC3(CC2)OCCO3)c2c(ccc3ccccc32)o1 | 2 | 0.0 | 2 | 8 | -54 | 104 | 97 | 2 | -3
CCNc1nc(OC)nc(N2CCC(Cc3ccccc3)CC2)n1 | -2 | 2.7 | 0 | 1 | 0 | 99 | 95 | 100* | 6
N#Cc1cc2c(nc1SCc1nc3ccccc3[nH]1)CCC2 | 11 | -0.8 | 0 | 3 | 9 | 80 | 96 | 1 | -15
CC(=O)Nc1ccc2nc(-c3ccccn3)[nH]c2c1 | 11 | 1.5 | -3 | -7 | -3 | 98 | 95 | 0 | -1
CCCc1ccc2oc(C(=O)NCCN3CCCC(C(N)=O)C3)c(C)c2c1 (stereo unspecified) | -3 | -1.6 | -4 | -2 | 10 | 96 | 101 | 0 | -1
O=C(COc1ccc(Cl)cc1)NCc1nnc(SCC(=O)NCC2CCCO2)o1 (stereo unspecified) | -1 | 0.3 | -6 | 1 | 37 | 101 | 104 | 2 | 6
COc1cccc(NC(=O)CCNC(=O)Cn2ccc3ccccc3c2=O)c1 | -2 | -0.1 | 5 | -5 | 15 | ? | ? | 3 | -2
COc1ccc(C2C3=C(Nc4ncnn42)c2ccccc2CC3)cc1OC (stereo unspecified) | -6 | -1.9 | -4 | -2 | 11 | 85 | 87 | 2 | -2
O=C(CN1CCc2ccccc2C1)c1cccs1 | 6 | -0.8 | 7 | 8 | 3 | 93 | 102 | 0 | 5
Cc1ccc(N(CC(=O)Nc2ccc(Br)c(C)c2)S(=O)(=O)c2c(C)[nH]c(=O)[nH]c2=O)cc1 | -4 | -2.3 | -1 | 6 | -5 | 94 | 100 | 3 | 0
CC(C)C(=O)N1CCN(c2ccccc2NC(=O)c2cc([N+](=O)[O-])ccc2N2CCOCC2)CC1 | 0 | 0.6 | -2 | 7 | -17 | 88 | 103 | 2 | 1
O=C1C2CCCCN2C(=O)N1CCN1CCN(c2ccc([N+](=O)[O-])cc2)CC1 (stereo unspecified) | 0 | -0.1 | -4 | 2 | 93* | 110 | 111 | 0 | -4
COc1cc(/C=N/NC(=O)COc2c(C)cc([N+](=O)[O-])cc2C)ccc1OC(=O)c1ccccc1Br | -22 | -0.3 | 3 | 3 | 5 | 106 | 99 | 2 | 0
N#CC1=C(N)Oc2cc(N)ccc2C1C1CC=CCC1 (stereo unspecified) | 7 | 3.0 | 8 | 5 | 1 | 104 | 100 | 0 | 3
Cc1cn2c(=O)c(C(=O)N3CCN(c4ccccc4F)CC3)cnc2s1 | -3 | 0.2 | 3 | 3 | 22 | 106 | 101 | 4 | 3
O=C(Nc1ccc2nn(-c3ccccc3)nc2c1)c1ccc2c(c1)OCCO2 | -29 | -3.0 | -11 | -2 | 15 | 83 | 98 | 0 | 2
CCC(=O)Nc1ccc(C(=O)CSc2nnc(-c3ccccc3F)n2CCc2ccccc2)cc1 | -2 | 1.3 | -18 | -20 | -23 | 102 | 96 | 1 | 2
